mIAP activ = mouse IAP activation; muIAP, CDP-Star luminescence, 30 min; active compounds read high; 1 = vehicle-only enzyme signal, 0 = enzyme-free wells; activation factor at 10 µM; 330,000 compounds, 0.24% hits;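 active means activation factor of at least 2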; further: the source names both 10 and 20 µM as test concentration; values of inactives mirror those of a sister screen read the other way
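Assay system: mouse IAP enzyme; reagent: chemiluminescent substrate CDP-Star; dosing: test compounds delivered from DMSO solution; schedule: 30 min at room temperature; measured by: luminescence from enzymatic CDP-Star hydrolysis; controls: DMSO-only wells and no-enzyme negative control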
hIAP block = human IAP inhibition; 330,000 compounds, 0.12% hits; P09923; AID 2544; purified IAP, CDP-Star luminescence, 30 min; inhibition, % at 10 µM;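 active means inhibition reaching a set limit with compound at 10 µM in the primary screen, cut at about 35% in these data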;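 further: plate controls were DMSO wells with enzyme for no effect and no-enzyme buffer wells for full effect; values of inactives mirror those of a sister screen read the other way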
Target sequence (P09923 whole entry, looked up): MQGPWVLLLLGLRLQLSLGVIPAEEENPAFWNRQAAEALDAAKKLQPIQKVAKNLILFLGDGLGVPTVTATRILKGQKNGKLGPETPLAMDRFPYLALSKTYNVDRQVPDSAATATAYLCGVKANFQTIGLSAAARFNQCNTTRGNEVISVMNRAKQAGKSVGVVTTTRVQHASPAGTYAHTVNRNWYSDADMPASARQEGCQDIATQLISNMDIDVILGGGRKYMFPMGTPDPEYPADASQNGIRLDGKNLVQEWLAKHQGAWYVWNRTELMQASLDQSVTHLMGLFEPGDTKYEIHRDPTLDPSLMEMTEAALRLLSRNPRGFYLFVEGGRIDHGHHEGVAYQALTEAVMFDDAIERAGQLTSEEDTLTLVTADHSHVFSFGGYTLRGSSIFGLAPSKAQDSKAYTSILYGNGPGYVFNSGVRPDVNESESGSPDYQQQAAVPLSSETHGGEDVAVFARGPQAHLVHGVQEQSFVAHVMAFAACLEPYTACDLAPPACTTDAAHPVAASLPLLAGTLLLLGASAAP
PfG6PD inh = PfG6PD (Plasmodium falciparum) enzyme inhibition | AID 504690 | 350,000 compounds, 0.78% hits | inhibition, % at 20 µM | PfGluPho enzyme, NADPH resazurin-diaphorase fluorescence;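 active means inhibition reaching at least a set limit at 20 µM in the primary screen, cut at about 59% in these data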;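 further: 0% = DMSO wells with substrate and 100% = DMSO wells lacking glucose-6-phosphate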
APOBEC3A inh = blocks human APOBEC3A ssDNA deamination; P31941; recombinant A3A, FAM/TAMRA ssDNA deamination fluorescence; inhibition, % at 20 µM; 330,000 compounds, 0.41% hits; AID 493011;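 active means at least 40% inhibition at 20 µM here, with at most 30% in a related deaminase screen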;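 further: plate controls were A3A with DMSO for no effect and wells lacking A3A enzyme for full effect; some results filed as inactive read as strong as hits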
Target sequence (P31941 whole entry, looked up): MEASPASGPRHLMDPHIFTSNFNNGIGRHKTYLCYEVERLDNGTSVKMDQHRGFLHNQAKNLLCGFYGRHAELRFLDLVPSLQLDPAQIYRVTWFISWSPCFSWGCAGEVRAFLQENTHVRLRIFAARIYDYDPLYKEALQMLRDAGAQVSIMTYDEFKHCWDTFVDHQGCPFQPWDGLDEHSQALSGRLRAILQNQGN
hIAP act = increases human intestinal alkaline phosphatase activity; P09923; purified human IAP, CDP-Star luminescence, 30 min; active compounds read high; 1 = vehicle-only enzyme, 0 = enzyme-free background; activation factor at 10 µM; 330,000 compounds, 0.16% hits;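 active means activation factor of the enzyme at least 2-fold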; further: the source names both 10 and 20 µM as test concentration; values of inactives mirror those of a sister screen read the other way
ATG4B inh = blocks human ATG4B protease cleavage of LC3 substrate; ATG4B cleavage of LC3-PLA2, NBD-HPC fluorescence, 1 h; 340,000 compounds, 0.51% hits; inhibition, % at 8.33 µM; AID 504462; in the data active means inhibition above about 40%
mIAP block = mouse IAP inhibition; AID 2806; inhibition, % at 10 µM; 330,000 compounds, 0.2% hits; purified mouse IAP, CDP-Star luminescence, 30 min;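 active means inhibition of at least 40% at 10 µM in the primary screen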;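 further: plate controls were DMSO with enzyme for no effect and no enzyme wells for full effect; values of inactives mirror those of a sister screen read the other way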
HKDC1 inhibitor = inhibitors of human hexokinase HKDC1. Q2TB90. recombinant HKDC1, G6PDH/diaphorase resazurin coupled fluorescence. inhibition, % at 20 µM. 340,000 compounds, 0.16% hits. AID 493160;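 active means inhibition above about 35% when tested at 20 µM, limit read from the data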;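 further: plate controls were DMSO wells with enzyme for no effect and DMSO wells lacking enzyme for full effect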
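Test system: Recombinant HKDC1 (HK5) hexokinase enzyme, produced in-house | Input: HKDC1 at 5 µg/mL | Buffer or medium: Tris pH 8.0 buffer with MgCl2, Tween-20, BSA, BME | Schedule: 90 min reaction incubation at room temperature, dark | Technique: Resazurin-to-resorufin fluorescence via G6PDH and diaphorase coupling, 525/613 nm | Controls: DMSO wells with and without enzyme mix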
* marks the source's active call; other numbers are inactive results. Not a hit list; 2.4% or so of the library scored in one or more.

PfG6PD inh	HKDC1 inhibitor	mIAP activ	mIAP block	SMILES	APOBEC3A inh	ATG4B inh	hIAP act	hIAP block
13.8	-12.2	0.949	5.1	Brc1cccc(CNCCCN2CCOCC2)c1	-2.6	2.7	1.28	-28.3
47.1	-1.3	0.92	8.0	COC(=O)c1cc2ccsc2n1Cc1cc(=O)n2ccccc2n1	-4.1	-15.2	0.805	19.5
-11.5	0.6	1.03	-3.1	CN(C)C(=O)c1cn(-c2ccccc2)c(=O)c2ccccc12	-0.3	1.5	0.964	3.6
7.2	-1.7	1.08	-8.4	Cc1nn(C(C)C(=O)NCCC2=CCCCC2)c(=O)c2nn(-c3ccccc3)c(C)c12 (stereo not given)	-6.2	5.7	1.26	-25.6
-11.0	6.1	0.995	0.5	O=C(NC1CC(=O)N(c2ccc(F)cc2)C1)N1CCN(C(=O)c2ccco2)CC1 (stereo not given)	-0.1	3.8	0.902	9.8
13.6	12.8	0.904	9.6	CS(=O)(=O)N(Cc1ccccc1)c1ccc(C(=O)N2CCN(c3cccc(Cl)c3)CC2)cc1	0.4	56.5*	0.847	15.3
3.3	-0.4	0.975	2.5	COC(=O)Cc1csc(Nc2ccc(F)c(Cl)c2)n1	3.2	2.9	1.16	-15.8
0.1	-6.9	1.07	-7.2	CN(C)CCCN(CCCN(C)C)C(=S)Nc1ccc(S(=O)(=O)N2CCOCC2)cc1	1.8	-4.1	0.986	1.4
-29.4	-2.6	0.971	2.9	O=C(O)c1ccc(C[n+]2c(-c3ccccc3)csc2Nc2ccccc2)cc1	1.0	42.5*	1.06	-5.7
-11.5	-7.3	0.995	0.5	COc1ccc(C(=O)OCC(=O)NCC2CCCO2)cc1[N+](=O)[O-] (stereo not given)	-0.3	-5.4	0.959	4.1
-12.6	-4.0	1.02	-1.7	Cc1ccc(-c2nnn(CC(=O)N(c3ccc4c(c3)OCCO4)C(C(=O)NCC3CCCO3)c3ccc(F)cc3)n2)o1 (stereo not given)	-0.7	8.1	1.07	-7.4
-12.8	4.3	1.06	-5.8	Cn1cnc2c(oc3ccccc32)c1=O	2.2	2.6	1.02	-2.3
8.6	-7.7	0.936	6.4	O=C(NCc1ccco1)c1cc(S(=O)(=O)N2CCOCC2)ccc1Br	-6.1	4.3	1.1	-10.0
3.6	4.4	1.1	-10.2	CCc1ccc(C2C(C#N)=C(N)Oc3cc(N)ccc32)cc1 (stereo not given)	-0.7	-8.5	1.01	-1.2
11.5	-0.1	0.78	22.0	COc1ccc(-c2nc(/C=C3\C(C)=Nc4ccccc43)c(O)o2)cc1	2.5	-8.7	0.704	29.5
35.1	1.6	0.92	8.0	CCc1ccc(-n2c(=O)c3ccccc3n3c(=S)[nH]nc23)cc1	-5.1	5.3	0.866	13.4
-6.3	3.2	1.05	-5.0	Cc1cc(C(=O)OCC(=O)Nc2nnc(C(C)C)s2)c2ccccc2n1	5.3	-8.3	0.989	1.1
6.8	-6.2	1.05	-4.9	Cc1[nH]c2ccc(-c3n[nH]c(=S)n3-c3ccc(Br)cc3)cc2c1C	2.7	6.6	1.18	-17.6
-16.0	-5.7	0.983	1.7	Cc1ccc(C2(C)NC(=O)N(CC(=O)Nc3cccnc3Cl)C2=O)cc1 (stereo not given)	6.4	-1.4	1.05	-5.4
16.4	3.7	1.22	-21.5	COc1ccc(-c2cc3nc4c(c(=O)n3[nH]2)CCC4)cc1	-3.5	-7.6	0.934	6.6
-1.6	-3.3	0.952	4.8	Cc1ccc2nc(C)cc(C(=O)N3CCCC(N4CCN(c5ccccc5C)CC4)C3)c2c1 (stereo not given)	-1.0	-2.1	1.05	-5.3
17.0	3.8	0.965	3.5	COc1ccc(/C(N)=N/OC(=O)CCC2CCCC2)cc1	2.3	-1.5	0.812	18.8
-44.0	27.4	0.626	37.4	CCCOc1ccc(/C=N/Nc2cc(N3CCOCC3)ncn2)c(O)c1	-5.2	-1.8	1.42	-41.6
6.8	-7.4	1.1	-10.4	N/C(=N\OC(=O)c1ccccc1Cl)c1cccnc1	0.2	-7.2	1.04	-4.2

Full records, looked up by structure. Order of values: PfG6PD inh | HKDC1 inhibitor | mIAP activ | mIAP block | APOBEC3A inh | ATG4B inh | hIAP act | hIAP block
Cc1cc(C(=O)OCC(=O)Nc2nnc(C(C)C)s2)c2ccccc2n1 across the screens: -6.3 | 3.2 | 1.05 | -5.0 | 5.3 | -8.3 | 0.989 | 1.1
O=C(NCc1ccco1)c1cc(S(=O)(=O)N2CCOCC2)ccc1Br across the screens: 8.6 | -7.7 | 0.936 | 6.4 | -6.1 | 4.3 | 1.1 | -10.0
N/C(=N\OC(=O)c1ccccc1Cl)c1cccnc1 across the screens: 6.8 | -7.4 | 1.1 | -10.4 | 0.2 | -7.2 | 1.04 | -4.2
CCCOc1ccc(/C=N/Nc2cc(N3CCOCC3)ncn2)c(O)c1 across the screens: -44.0 | 27.4 | 0.626 | 37.4 | -5.2 | -1.8 | 1.42 | -41.6

(cont.)
PfG6PD inh	HKDC1 inhibitor	mIAP activ	mIAP block	SMILES	APOBEC3A inh	ATG4B inh	hIAP act	hIAP block
4.6	-4.0	1.03	-2.9	Cc1csc2nc(O)c(C(=O)NC3CCCCC3)c(=O)n12	-5.1	-7.6	0.895	10.5
20.9	12.9	1.03	-3.3	C[n+]1cccc(C2C(C#N)=C(N)Oc3c2ccc2ccccc32)c1 (stereo not given)	41.0*	-3.8	1.14	-13.6
4.8	-2.5	0.952	4.8	COc1ccc(Cn2c(=O)[nH]c3cc(C(=O)N4CCN(c5ccccc5F)CC4)ccc3c2=O)cc1	-5.2	-3.7	1.12	-12.2
-17.1	-7.4	1.02	-1.7	O=C1CC(C(=O)N(c2ccccc2)C(C(=O)NC2CCCC2)c2ccncc2)CS1 (stereo not given)	-0.6	4.6	0.864	13.6
10.6	0.9	0.972	2.8	CCn1cc(C(=O)O)c(=O)c2cnc(N3CCN(C(=S)NC(=O)c4ccc(OC)cc4)CC3)nc21	-0.1	-0.1	0.865	13.5
9.4	1.9	0.908	9.2	Cc1cc(Nc2ccccc2)c2c([N+](=O)[O-])c(C)cc(C)c2n1	-1.6	-2.3	0.932	6.8
29.9	-2.9	0.87	13.0	COc1cc(/C=N/Nc2nc(-c3ccc(S(=O)(=O)N(C)C)cc3)cs2)ccc1O	-1.5	-0.5	0.893	10.7
15.4	-1.1	0.993	0.7	O=C(O)/C(=C\c1cn(-c2ccccc2)nc1-c1cccnc1)NC(=O)c1ccccc1	3.3	3.5	1.02	-2.4
15.2	-1.7	0.934	6.6	Cc1ccc(C(=O)CSc2nnc3c4ccccc4nc(C(C)(C)C)n23)cc1	0.4	2.2	1.18	-18.0
2.4	7.2	0.949	5.1	CCOc1ccc(OCCCC(=O)NNC(=O)c2ccncc2)cc1	-4.1	-11.3	1.26	-25.6
6.9	-0.1	1.06	-5.6	COc1ccc(-c2nc(CN3CCC(C(=O)NCC4CCCO4)CC3)c(C)o2)cc1OC (stereo not given)	-6.4	-1.3	0.938	6.2
-7.5	-8.0	1.12	-12.4	O=C(NC12CC3CC(CC(C3)C1)C2)N1CCN(C(=O)C2CCCO2)CC1 (stereo not given)	-1.7	-10.8	1.16	-16.3
20.4	-7.0	0.951	4.9	CSc1nsc(SCc2ccc(Cl)cc2)n1	3.7	-1.7	0.994	0.6
-17.9	-1.9	0.947	5.3	Cc1nn(-c2ccccc2)nc1C(=O)Oc1cc(C(F)(F)F)nn1-c1ccccc1	-3.4	3.2	0.966	3.3
19.3	4.8	1.09	-8.8	CCCCOC(=O)CSc1nnc(-c2ccc(Cl)cc2Cl)o1	4.4	2.1	0.963	3.7
-1.7	8.1	0.925	7.5	COC(=O)c1cc(OC)c(OC)cc1NC(=O)CSc1ccccc1	-2.3	-9.7	0.935	6.5
22.6	1.9	0.898	10.2	COc1ccc(COc2cc(-c3cccc(OC)c3)nc3ccc(NC(=O)c4cccnc4)cc23)cc1	0.9	-26.9	0.852	14.8
-41.7	12.7	0.75	25.0	CCOc1cc(/C=C2\SC(=S)N(NS(=O)(=O)c3ccc(C)cc3)C2=O)ccc1O	-0.6	3.9	0.761	23.9
-2.6	-4.3	1.02	-1.6	CCC(CO)NCc1ccc(-c2ccccc2)cc1 (stereo not given)	5.7	-0.1	1.02	-1.9
2.3	10.0	1	-0.1	Clc1cccc(Oc2ncccn2)c1	-0.2	5.0	0.986	1.4
-14.2	-5.8	0.937	6.3	COCC(=O)Nc1nnc(COc2ccc(Cl)cc2)s1	-0.4	14.3	0.984	1.6
2.5	-4.0	0.844	15.6	O=C(Cn1nnc(-c2cccs2)n1)NNC(=O)c1ccccc1Cl	-2.1	-11.8	0.755	24.5
-19.5	-7.0	0.863	13.7	COc1cc(NC(=O)COc2c(C)cc(C)cc2[N+](=O)[O-])c(OC)cc1Cl	-2.5	4.0	1.01	-1.2
-1.0	2.8	0.995	0.5	Cc1ccccc1CN(c1ccc(C(=O)Nc2cccnc2)cc1)S(C)(=O)=O	3.8	-8.8	0.943	5.7
29.9	-1.1	0.956	4.4	O=C(CNc1ccc(F)cc1)N/N=C1\CCCc2ccccc21	-2.4	0.0	1.02	-2.3
38.9	-2.8	0.716	28.4	CCN(CC)c1ccc(NC(=O)c2[nH]c(C)c(C(C)=O)c2C)c(C)c1	-1.3	-2.8	0.959	4.1
-4.5	-9.1	1.01	-0.8	COc1cc(C(=O)N[C@@H](Cc2c[nH]c3ccccc23)C(=O)O)cc(OC)c1OC	-1.3	-0.6	1.14	-13.6
3.6	-6.0	0.984	1.6	COc1ccc(CN(CC(=O)NCc2ccc(F)cc2)C(=O)c2csnn2)cc1	-5.5	-2.0	1.06	-5.6
16.4	-7.1	0.937	6.3	Cc1cc2oc(C(=O)NCCc3ccc(S(N)(=O)=O)cc3)c(C)c2cc1C	6.7	-6.3	1.12	-12.5
5.0	-2.4	0.996	0.4	COc1ccc(OC)c(-n2c(C)nc3cc(C(=O)O)ccc32)c1	0.0	1.4	1.33	-33.1
6.5	2.1	1.47	-46.5	COCC(=O)O[C@]1(CCN(C)CCCc2nc3ccccc3[nH]2)CCc2cc(F)ccc2[C@@H]1C(C)C	0.0	-11.8	0.94	6.0

High-throughput results as filed in PubChem BioAssay.
